High-throughput results from PubChem BioAssay.
Apaf1 inhib: human Apaf-1 inhibition; O14727; reconstituted apoptosome caspase-3 activity, DEVD-Rh110 fluorescence; inhibition, % at 20 µM; 0.71% of 330,000 active; AID 489030; active = inhibition of at least 40% at 20 µM;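 note: plate controls were DMSO wells for no effect and DEVD-CHO caspase inhibitor wells for full effect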
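detection = Rh110 fluorescence intensity | test system = biochemical Apaf-1 apoptosome reconstitution | also added = cytochrome c and DEVD-Rh110 substrate | schedule = 30 min plus 50 min, RT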
SENP8 block-1: SENP8 protease inhibition; AID 2540; inhibition, % at 10 µM; 1.2% of 330,000 active; purified SENP8, Z-RLRGG-aminoluciferin cleavage, luminescence; in the data active = inhibition above about 50%
Target sequence (Q96LD8 whole entry, looked up): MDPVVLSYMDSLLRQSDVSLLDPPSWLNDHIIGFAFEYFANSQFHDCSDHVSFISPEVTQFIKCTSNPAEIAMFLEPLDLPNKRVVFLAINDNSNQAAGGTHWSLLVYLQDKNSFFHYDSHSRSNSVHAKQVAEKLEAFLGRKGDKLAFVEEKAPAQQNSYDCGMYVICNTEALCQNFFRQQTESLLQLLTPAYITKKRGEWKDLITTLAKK
NALP3 yeast inh: NALP3 inhibition in yeast; AID 2825; Yeast reconstituted NLRP3/ASC/caspase-1, beta-gal luminescence, 24 h; 0.39% of 330,000 active; inhibition, % at 10 µM;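 active = inhibition of 50% or more; inactive = inhibition below 50%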;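 note: plate controls were induced DMSO wells for no effect and uninduced yeast grown without galactose for full effect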
SENP7 block: inhibitors of human SENP7 protease; Q9BQF6; recombinant SENP7, Z-RLRGG-aminoluciferin luminescence, 40 min; 1.5% of 330,000 active; AID 434973; inhibition, % at 5 µM;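 active = inhibition above about 50% at the single test dose, limit read from the data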;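 note: plate controls were DMSO with enzyme for no effect and no enzyme buffer wells for full effect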
Target sequence (Q9BQF6 706-1050 limits assumed): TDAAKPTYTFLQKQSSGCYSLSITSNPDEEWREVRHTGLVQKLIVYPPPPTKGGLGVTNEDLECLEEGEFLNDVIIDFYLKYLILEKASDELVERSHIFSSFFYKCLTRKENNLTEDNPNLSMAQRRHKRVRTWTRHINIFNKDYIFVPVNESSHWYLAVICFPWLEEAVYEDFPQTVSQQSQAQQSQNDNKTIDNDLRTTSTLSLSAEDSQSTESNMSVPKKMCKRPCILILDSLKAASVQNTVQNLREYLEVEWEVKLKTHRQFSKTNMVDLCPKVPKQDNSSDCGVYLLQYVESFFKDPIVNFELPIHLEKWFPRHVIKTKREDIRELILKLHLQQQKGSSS
HKDC1 inh: blocks human hexokinase HKDC1 activity; recombinant HKDC1, G6PDH/diaphorase resazurin coupled fluorescence; inhibition, % at 20 µM; 0.16% of 340,000 active; AID 493160;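 active = inhibition above about 35% when tested at 20 µM, limit read from the data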;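 note: plate controls were DMSO wells with enzyme for no effect and DMSO wells lacking enzyme for full effect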
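Test system: recombinant HKDC1 (HK5) hexokinase enzyme, produced in-house / Doses: 20 µM test compound, 1% DMSO / Timing: 90 min, room temperature / Detection: G6PDH/diaphorase-coupled fluorescence, 1 mM NADP, 100 µM resazurin, 525/613 nm / Control set: DMSO wells with and without enzyme mix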
SENP1 inh: SENP1 (human) catalytic domain inhibition; Q9P0U3; recombinant SENP1 catalytic domain, CyPet-SUMO1-YPet FRET cleavage; inhibition, % at 10 µM; 0.21% of 360,000 active; AID 624204;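 active = inhibition at least 30% at 10 µM, raw YFP signal under a set limit, fluorescence ratio 0.5 to 1.5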;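 note: 0% = enzyme with DMSO and 100% = no enzyme wells; some results filed as inactive read as strong as hits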
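Assay system: hSENP1 catalytic domain, recombinant. Amount: SENP1 enzyme, 20 pM final. Schedule: 50 min reaction, RT, dark. Technique: FRET, CFP and YFP emission. Control set: no-enzyme wells low, DMSO-plus-enzyme wells high control.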
SENP6 block: inhibitors of human SENP6 protease. 1.8% of 330,000 active. Recombinant SENP6 catalytic domain, aminoluciferin luminescence. inhibition, % at 10 µM;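 active = inhibition above about 50% at the single tested dose, limit read from the data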;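 note: plate controls were DMSO wells with enzyme for no effect and DMSO wells lacking enzyme for full effect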
Target sequence (Q9GZR1 628-1112 limits assumed): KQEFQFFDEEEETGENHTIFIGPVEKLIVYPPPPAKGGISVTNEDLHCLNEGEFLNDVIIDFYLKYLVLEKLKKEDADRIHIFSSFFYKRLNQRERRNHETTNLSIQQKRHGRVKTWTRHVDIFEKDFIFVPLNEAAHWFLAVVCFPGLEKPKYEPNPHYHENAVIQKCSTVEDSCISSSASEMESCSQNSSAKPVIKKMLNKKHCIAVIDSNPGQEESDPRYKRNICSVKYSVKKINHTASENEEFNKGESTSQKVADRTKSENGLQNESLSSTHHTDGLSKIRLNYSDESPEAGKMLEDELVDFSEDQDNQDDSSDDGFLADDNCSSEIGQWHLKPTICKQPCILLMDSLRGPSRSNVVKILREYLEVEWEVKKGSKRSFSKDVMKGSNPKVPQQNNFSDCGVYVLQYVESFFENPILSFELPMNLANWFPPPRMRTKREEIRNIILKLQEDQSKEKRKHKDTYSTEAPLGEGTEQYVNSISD
SENP8 block-2: blocks human SENP8 cleavage of Nedd8 substrate | 0.64% of 360,000 active | AID 602440 | recombinant SENP8, Nedd8 substrate fluorescence | inhibition, % at 20 µM; in the data active = inhibition mostly above about 40%, no sharp cut-off; inactive = mostly below about 27%
PfGluPho inh: PfG6PD (Plasmodium falciparum) enzyme inhibition | PfGluPho enzyme, NADPH resazurin-diaphorase fluorescence | inhibition, % at 20 µM | 0.78% of 350,000 active | AID 504690;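 active = inhibition reaching at least a set limit at 20 µM in the primary screen, cut at about 59% in these data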;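 note: 0% = DMSO wells with substrate and 100% = DMSO wells lacking glucose-6-phosphate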
Active calls of the source: *; i = inactive; / = no result given.

SMILES	Apaf1 inhib	SENP8 block-1	NALP3 yeast inh	SENP7 block	HKDC1 inh	SENP1 inh	SENP6 block	SENP8 block-2	PfGluPho inh
O=C(CN1CCN(S(=O)(=O)c2ccc(F)c(Cl)c2)CC1)N1CCNC1=O	-6	0	-9	7	-5	1	10	6	1
Nc1nc2ccccc2n1CCN1CCCC1	5	-2	-9	14	-8	1	7	13	-1
CC(C)C(=O)Nc1cccc(NC(=O)c2cccnc2)c1	3	0	13	2	-1	0	-22	16	-12
CCCNC(=O)c1nnsc1S(=O)(=O)c1ccc(Cl)cc1	8	2	39	-4	2	1	3	18	6
COc1ccc(-c2cn[nH]c2-c2ccc(OCC(=O)NN)cc2O)cc1	10	2	6	7	-4	1	3	10	-16
CN(c1ccccc1)S(=O)(=O)c1cccc(NC(=O)c2nn(C)c(=O)c3ccccc23)c1	20	-7	12	-6	1	-5	0	5	6
COc1nc(OC)nc(N2CCC(C(=O)NC3CCCCCC3)CC2)n1	-4	-2	7	-1	-9	1	4	35	5
Cc1ccc2c(c1)C=CC(C)(C)S2(=O)=O	3	-12	32	-4	-4	0	0	12	-10
COC(=O)CN1CCN(C(=O)c2ccc(F)cc2)c2ccccc2C1	-7	1	13	4	-6	1	-3	6	-4
O=C(Nc1ccc2ccccc2c1)Nc1ccc2snnc2c1	15	-17	17	2	5	-4	8	-74	20
O=C(CSc1ncn(-c2ccccc2)n1)Nc1nccs1	1	5	2	8	-3	-2	-1	17	-13
Cc1ccnc(SC2CC(=O)N(c3ccc(F)cc3)C2=O)n1 (stereo not drawn)	-12	0	8	-4	2	-78	14	5	-14
CCn1c(SCC(=O)c2ccccc2)nnc1-c1cnccn1	12	-12	0	-14	2	0	-4	-6	29
CC1CCC(C(=O)NC(C(=O)NCc2ccccn2)C(C)C)CC1 (stereo not drawn)	1	4	-20	3	-4	2	-3	25	10
CCn1cc(C(=O)NP(=O)(Nc2ccc(C)cc2)Nc2ccc(C)cc2)c2ccccc21	-23	0	0	-4	4	1	-10	-8	-7
Cc1ccc(N(CC(=O)Nc2cc(C)cc(C)c2)S(=O)(=O)c2cccc3nonc23)cc1	-1	0	19	-2	-3	3	-15	11	8
Cc1noc(NC(=O)c2ccc(Cl)c(Cl)c2)c1Cl	3	-1	34	-8	-9	2	-7	15	-5
NC(=S)NN=C1CCSCC1	/	/	/	/	-8	1	/	14	-10
CC(C)c1ccc(NC(=O)CSc2nc(=O)[nH]c3c2CCCC3)cc1	18	4	-13	1	-2	-1	5	-4	21
CC1CN(C(=O)c2ccccc2C(=O)c2ncc[nH]2)CC(C)O1 (stereo not drawn)	-3	-12	11	8	15	0	-5	17	-4
COCCNC(=S)N(c1ccccc1)C(C)C	-1	-1	-2	5	-5	2	15	5	2
N#CCCn1cc(CNC2CCC(O)CC2)c2ccccc21 (stereo not drawn)	8	-8	-4	-7	-9	0	-7	11	8
CCOc1ccc(OCC)c(NC(=O)CNS(=O)(=O)c2cccs2)c1	1	-6	5	-6	3	1	2	7	-4
CCSc1nnc(NC(=O)C2CCN(S(=O)(=O)c3c(C)c(C)cc(C)c3C)CC2)s1	-3	1	13	3	/	/	-14	/	/
COC(=O)c1cc(NC(=O)CN(C)C2CCS(=O)(=O)C2)cc(C(=O)OC)c1 (stereo not drawn)	-3	-1	-2	-2	-3	-1	-1	11	-1
N#CC1=C(N)N(c2ccc(F)cc2)C2=C(C1c1ccc(O)cc1)S(=O)(=O)CC2 (stereo not drawn)	/	/	/	/	14	-22	/	-377	22
O=C(NCc1ccccc1)c1ccc(-c2ccccc2C(F)(F)F)o1	18	-4	28	4	3	0	-17	-18	4
CCN(CC)c1ccc(/C=C2\C(=O)N(c3nnc(C)c(=O)[nH]3)N=C2C)cc1	-4	-4	11	-1	12	1	-3	6	13
Cc1ccc(NC(=O)/C(=C/c2cccc([N+](=O)[O-])c2)NC(=O)C2CCCCC2)c(C)c1	-18	-12	4	5	-10	3	-11	7	-13
COc1ccc(Br)cc1/C=C/C(=O)Nc1c(C)cccc1C	-10	0	20	6	-2	-23	4	9	9
CCN(C(=O)COC(=O)c1cc([N+](=O)[O-])ccc1N1CCOCC1)C1CCCCC1	6	8	16	-6	3	3	7	17	13
COC(=O)c1ccccc1NC(=O)N[C@@H](C)C(=O)OC	-7	3	8	2	-8	1	-22	-29	-7
O=C(COc1ncnc2scc(-c3ccccc3)c12)NCCN1C(=O)CSC1=O	-8	5	23	4	/	/	2	/	/
Cc1nn2cc(-c3ccccc3)nc2s1	-7	76*	21	-3	0	-2	72*	9	-6
C=CCOc1cccc(C2C(C(=O)c3ccco3)=C(O)C(=O)N2Cc2ccncc2)c1 (stereo not drawn)	-1	-14	-7	-3	2	0	-5	12	7
CS(=O)(=O)c1ccc(Cl)c(NC(=O)COC(=O)CNC(=O)c2ccc(Br)o2)c1	4	2	0	4	0	-1	-6	1	-1
O=C(O)c1cc(N2C(=O)C=CC2=O)cc(N2C(=O)C=CC2=O)c1	/	/	/	/	-1	0	/	-2	121*
COc1cccc(-n2cc3c(=O)n(C)c(=O)n(C)c3c2)c1	4	-11	21	-16	1	-1	-26	-172	21
CC(C)(C)C1=CC(=O)C(N2CCOCC2)=CC1=O	-6	0	5	-4	14	3	4	30	50
O=C(CN(C(=O)c1csnn1)c1ccc(F)c(Cl)c1)NCc1ccc(F)cc1	5	2	8	6	-5	3	7	4	15
COc1cc(OC)c(OC)cc1CNc1nnnn1C	-15	14	14	-8	-7	1	-3	12	-6
COc1cc(OC)c(C2N(c3ccc(Cl)c(Cl)c3)C(=O)C3CCCN32)cc1OC (stereo not drawn)	12	2	-13	3	3	1	-6	-45	9
O=[N+]([O-])c1ccc(Cl)c(S(=O)(=O)N2CCCCCC2)c1	2	-3	27	-4	-4	0	-7	4	10
CCc1cc2c(=O)n(-c3ccccc3)c(=S)[nH]c2s1	-18	4	-5	2	-7	2	-6	12	44
CCOc1ccccc1NS(=O)(=O)c1cccc2nsnc12	-13	-11	4	16	-6	4	-16	4	25
COc1cc(C(=O)NCc2nnc(SCC(=O)NC3CCCC3)o2)cc(OC)c1OC	-11	-10	7	-14	-5	2	-8	10	-10
Cc1ccc(NS(=O)(=O)c2ccc3[nH]c(=O)[nH]c3c2)cc1	-7	5	11	4	4	-7	6	19	-10
COc1ccc(Br)cc1CN(C)C(=O)c1cc(Cl)c2c(c1)OCCO2	23	1	8	4	-2	1	-1	9	-24
Cc1ccc(-c2cc(C(=O)NCc3ccco3)no2)cc1	-14	-11	22	32	-9	1	-8	12	-1
COc1ccc(-c2cc(C(F)(F)F)n3nc(C(=O)Nc4cc(C)on4)cc3n2)cc1OC	-9	-3	13	7	2	-23	4	i	-11
OCC[C@@H]1C[C@H](O)[C@@H](O)[C@]2(Cc3ccccc3CO2)O1	4	-3	8	2	-7	0	-16	18	4
CCOc1ccc(N(CC(=O)NCc2ccccc2)C(=O)Cn2nnc(-c3ccc(C)o3)n2)cc1	20	-1	34	3	-3	1	15	-4	14
COc1ccc(S(=O)(=O)N2CCN(CCOc3ccccc3Cl)CC2)cc1OC	13	1	31	3	0	-1	-19	14	-10
CCOC(=O)C1CCN(C/C=C/c2ccccc2)CC1	-5	-1	6	0	-6	0	-3	13	-4
CCOc1ccc(N2CC(C(=O)Nc3ccc(S(=O)(=O)N4CCCCC4)cc3)CC2=O)cc1 (stereo not drawn)	26	-3	-18	-4	7	-2	-9	-5	5
CC(C)C[C@H](NC(=O)c1nc[nH]c1C(=O)NC1CCNCC1)C(=O)OC(C)(C)C	0	-13	14	14	-1	2	-2	5	5
CN(C(=O)COc1ccc(Br)cc1Cl)C1CCCCC1	8	-7	7	-2	-2	-1	-7	14	-7
CS(=O)(=O)N(CC(=O)N1CCCCCC1)c1cccc(Cl)c1Cl	-17	-9	2	18	-6	0	13	9	22
COc1ccccc1/C=N/NC(=O)CSc1cc(C)nc2ccccc12	7	-3	10	8	-1	0	-10	2	83*
Cc1ccc(NC(=O)COC(=O)C2CCN(c3ccc(C(F)(F)F)cn3)CC2)cc1C	15	-12	24	-15	1	-2	0	-26	34
CCN[C@H]1C[C@H](C)S(=O)(=O)c2sc(S(N)(=O)=O)cc21	5	-4	18	-10	2	4	-10	2	-3

Reformatted: 14 of the compounds above.
| canonical_smiles | Apaf1 inhib | SENP8 block-1 | NALP3 yeast inh | SENP7 block | HKDC1 inh | SENP1 inh | SENP6 block | SENP8 block-2 | PfGluPho inh |
| --- | --- | --- | --- | --- | --- | --- | --- | --- | --- |
| CCc1cc2c(=O)n(-c3ccccc3)c(=S)[nH]c2s1 | -18 | 4 | -5 | 2 | -7 | 2 | -6 | 12 | 44 |
| CCOc1ccccc1NS(=O)(=O)c1cccc2nsnc12 | -13 | -11 | 4 | 16 | -6 | 4 | -16 | 4 | 25 |
| COc1cc(C(=O)NCc2nnc(SCC(=O)NC3CCCC3)o2)cc(OC)c1OC | -11 | -10 | 7 | -14 | -5 | 2 | -8 | 10 | -10 |
| Cc1ccc(NS(=O)(=O)c2ccc3[nH]c(=O)[nH]c3c2)cc1 | -7 | 5 | 11 | 4 | 4 | -7 | 6 | 19 | -10 |
| COc1ccc(Br)cc1CN(C)C(=O)c1cc(Cl)c2c(c1)OCCO2 | 23 | 1 | 8 | 4 | -2 | 1 | -1 | 9 | -24 |
| Cc1ccc(-c2cc(C(=O)NCc3ccco3)no2)cc1 | -14 | -11 | 22 | 32 | -9 | 1 | -8 | 12 | -1 |
| COc1ccc(-c2cc(C(F)(F)F)n3nc(C(=O)Nc4cc(C)on4)cc3n2)cc1OC | -9 | -3 | 13 | 7 | 2 | -23 | 4 | i | -11 |
| OCC[C@@H]1C[C@H](O)[C@@H](O)[C@]2(Cc3ccccc3CO2)O1 | 4 | -3 | 8 | 2 | -7 | 0 | -16 | 18 | 4 |
| CCOc1ccc(N(CC(=O)NCc2ccccc2)C(=O)Cn2nnc(-c3ccc(C)o3)n2)cc1 | 20 | -1 | 34 | 3 | -3 | 1 | 15 | -4 | 14 |
| COc1ccc(S(=O)(=O)N2CCN(CCOc3ccccc3Cl)CC2)cc1OC | 13 | 1 | 31 | 3 | 0 | -1 | -19 | 14 | -10 |
| CCOC(=O)C1CCN(C/C=C/c2ccccc2)CC1 | -5 | -1 | 6 | 0 | -6 | 0 | -3 | 13 | -4 |
| CCOc1ccc(N2CC(C(=O)Nc3ccc(S(=O)(=O)N4CCCCC4)cc3)CC2=O)cc1 (stereo not drawn) | 26 | -3 | -18 | -4 | 7 | -2 | -9 | -5 | 5 |
| CC(C)C[C@H](NC(=O)c1nc[nH]c1C(=O)NC1CCNCC1)C(=O)OC(C)(C)C | 0 | -13 | 14 | 14 | -1 | 2 | -2 | 5 | 5 |
| CN(C(=O)COc1ccc(Br)cc1Cl)C1CCCCC1 | 8 | -7 | 7 | -2 | -2 | -1 | -7 | 14 | -7 |
